SSB-PriA inh: blocks PriA binding to SSB C-terminal tail. AlphaScreen SSBct-PriA binding, biotinylated peptide. inhibition, % at 33 µM. actives 0.6% (n = 430,000); in the data active = inhibition mostly above about 37%, no sharp cut-off; inactive = mostly below about 20%;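 note: plate controls were negative control peptide for no effect and reference peptide for full effect; strong numbers were not always called active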
TcdB inh: inhibitors of Clostridioides difficile toxin B glycohydrolase. P18177. TcdB glycohydrolase enzymatic assay, plate reader. inhibition, % at 9.99 µM. actives 0.24% (n = 350,000). AID 652162; in the data active = inhibition above about 10%
PfHsp40 yeast: rescue of PfHsp40-mediated yeast toxicity | S. cerevisiae expressing PfHsp40, growth rescue, ATP luminescence | actives 0.68% (n = 340,000) | growth rescue, % at 12.5 µM; in the data active = growth rescue above about 28%, passing the limit was not always enough; inconclusive = no clear call, values can overlap the other calls;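 note: yeast W303a lacking pdr1 and pdr3 grown in galactose medium; growth measured after three days at 30 °C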
SARS 3CLpro inh: SARS-CoV 3CLpro protease inhibition; AID 1706; recombinant SARS-CoV 3CLpro, quenched FRET peptide cleavage; actives 0.14% (n = 290,000); inhibition, % at 6 µM; P0C6X7; in the data active = inhibition above about 12%
BoNT A protease: inhibitors of Botulinum neurotoxin A light chain protease. multiplex microsphere protease substrate cleavage, flow cytometry. inhibition, % at 10 µM. actives 0.17% (n = 360,000); note: plate controls were buffer without enzyme for full effect and enzyme alone for no effect
BH1578 lux ind: induces V. cholerae light production without autoinducers. AID 588436. activation, % at 18.7 µM. actives 0.16% (n = 350,000). V. cholerae BH1578 lux reporter, luminescence, 6 h; in the data active = activation mostly above about 9.7%, no sharp cut-off; inconclusive = no clear call, values can overlap the other calls; inactive = mostly below about 3.7%; note: not every result past the cut was called active; inactives centre near 0; reference of the scale not given here
CCHFV vOTU inh: blocks the CCHF virus ovarian tumor domain protease; CCHFV vOTU protease, Pep-AMC fluorescence; inhibition, % at 11.5 µM; actives 0.55% (n = 370,000); in the data active = inhibition above about 30%; note: 0% = vehicle wells with enzyme and 100% = no enzyme wells
Anthrax LF inh2: anthrax lethal factor protease inhibition; AID 588501; actives 0.12% (n = 360,000); multiplex microsphere protease cleavage assay, LF; P15917; inhibition, % at 10 µM; note: plate controls were buffer without enzyme for full effect and enzyme alone for no effect
Target sequence (P15917 whole entry, looked up): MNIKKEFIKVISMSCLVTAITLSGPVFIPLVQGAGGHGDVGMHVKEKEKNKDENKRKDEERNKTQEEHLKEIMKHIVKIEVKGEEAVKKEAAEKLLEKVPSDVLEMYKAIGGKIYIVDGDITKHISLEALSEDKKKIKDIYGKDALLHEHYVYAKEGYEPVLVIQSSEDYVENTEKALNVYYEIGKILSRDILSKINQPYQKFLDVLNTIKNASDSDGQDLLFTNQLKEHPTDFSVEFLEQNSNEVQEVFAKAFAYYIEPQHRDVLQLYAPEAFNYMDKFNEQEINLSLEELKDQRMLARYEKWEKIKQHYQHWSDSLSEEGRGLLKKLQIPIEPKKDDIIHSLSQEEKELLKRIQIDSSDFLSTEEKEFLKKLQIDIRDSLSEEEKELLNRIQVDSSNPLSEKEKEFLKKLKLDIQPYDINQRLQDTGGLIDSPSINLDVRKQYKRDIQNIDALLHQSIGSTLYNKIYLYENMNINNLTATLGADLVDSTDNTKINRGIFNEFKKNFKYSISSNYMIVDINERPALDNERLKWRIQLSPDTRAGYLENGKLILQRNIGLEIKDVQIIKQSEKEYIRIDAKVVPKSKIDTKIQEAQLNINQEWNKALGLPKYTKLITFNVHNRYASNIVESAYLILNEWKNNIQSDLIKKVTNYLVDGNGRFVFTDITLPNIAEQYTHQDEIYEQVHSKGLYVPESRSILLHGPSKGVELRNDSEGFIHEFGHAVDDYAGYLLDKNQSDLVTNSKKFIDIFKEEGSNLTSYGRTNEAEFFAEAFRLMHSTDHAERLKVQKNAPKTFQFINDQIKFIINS
VHR inh abs: blocks human VHR1 dual specificity phosphatase | inhibition, % at 13.3 µM | actives 0.52% (n = 290,000) | recombinant VHR phosphatase, pNPP absorbance | AID 1654; in the data active = inhibition above about 50%; note: some compounds called inactive have numbers as strong as hits
Target sequence (P51452 whole entry, looked up): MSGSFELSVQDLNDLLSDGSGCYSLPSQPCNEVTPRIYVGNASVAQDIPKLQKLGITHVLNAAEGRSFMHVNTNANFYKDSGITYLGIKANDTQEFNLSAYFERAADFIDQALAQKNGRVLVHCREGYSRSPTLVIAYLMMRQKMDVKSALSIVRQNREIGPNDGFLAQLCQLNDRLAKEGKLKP
Yp Topo-I inh: Y. pestis Topo-I inhibition via cleavage products. Y. pestis Topo-I cleavage product accumulation, plate reader. activity, % at 10 µM. actives 0.064% (n = 360,000). AID 504884; in the data active = activity above about 50%, passing the limit was not always enough; inconclusive = no clear call, values can overlap the other calls; note: inactives centre near 2
* = called active by the depositor; i = inactive; ? = inconclusive; / = no result given; & = joins results of further samples. Cut-off read from the data, not from the text of the source, unless noted: active = inhibition above about 30%; inconclusive = no clear call, values can overlap the other calls; inactive = below that.

SMILES	SSB-PriA inh	TcdB inh	PfHsp40 yeast	SARS 3CLpro inh	BoNT A protease	BH1578 lux ind	CCHFV vOTU inh	Anthrax LF inh2	VHR inh abs	Yp Topo-I inh
CCCn1c(=N)n(CC(=O)c2cccs2)c2ccccc21	-4	0.5	0.7	3	1.9	1.8	11	9	-9	-12
COc1ccc(CN2CC(C(=O)NCCCN3CCN(C)CC3)CC2=O)cc1 (configuration not stated)	-4	/	-2.6	-1	-0.6	-0.6	3	-7	30	0
COc1ccc(NC(=O)NNc2cc(N3CCOCC3)nc(N3CCOCC3)n2)cc1	-3	-0.7	-1.2	7	-0.5	-0.9	5	-6	22	-1
CCCCSc1cc(C)nc(N)n1	-9	0.2	-0.1	-7	-0.1	i	-14	-4	35	3
CCC(NC(=O)c1cc(COc2ccc(Cl)cc2OC)on1)c1ccncc1 (configuration not stated)	3	0.9	0.5	2	0.9	-0.3	8	2	23	1
Cc1ccc(CN2C(=O)S/C(=C\c3ccccc3OCC(=O)O)C2=O)cc1	-2	0.9	2.1	9	-0.6	1.4	23	5	18	-2
CN(C(=O)C1CCCO1)c1nnc(-c2ccccn2)s1 (configuration not stated)	-15	/	-1.1	0	-0.2	-0.4	-3	-4	12	4
COc1ccc(C2C(C#N)=C(N)SC(N)=C2C#N)cc1OC	-8	/	-1.5	-1	9.6	-0.2	9	?	13	-4
OC(CCN1CC2CCC(CC2)C1)(Cc1ccccc1)c1ccco1 (configuration not stated)	3	-2.2	-0.2	/	-0.5	i	-3	-3	/	4
CCN(CCO)c1ccc(Nc2cc(-c3ccc(-c4ccccc4)cc3)ncn2)cc1	/	0.4	/	/	-0.7	-0.9	5	-3	/	-2
Cc1nc(SCC(=O)OCc2ccccc2)c(C#N)c(-c2ccccc2)c1C(=O)Nc1ccccc1	-7	/	4.8	6	0.0	-1.5	3	-4	-5	9
CCN1C(=O)C2(/C(=C(\O)c3ccc4c(c3)OCCO4)C(=O)C(=O)N2CCCOC)c2ccccc21 (configuration not stated)	/	/	1.1	7	0.3	/	6	-4	15	1
CC(=O)Nc1ccc(S(=O)(=O)NCC2CCC(C(=O)N3CC(C)CC(C)C3)CC2)cc1 (configuration not stated)	14	-0.3	3.1	0	-1.0	i	-8	1	10	-5
Cc1cc(C(C)(C)C)c(O)c(C)c1CC1=NCCN1	-8	0.8	0.6	0	-0.4	i	-1	-3	13	-2
O=C(COC(=O)c1ncc(Cl)c(Cl)c1Cl)c1ccc(Cl)s1	-7	/	-0.2	0	0.6	i	-4	-1	8	12
CCCCc1c(O)nc(SCC(=O)N2CCOCC2)n(-c2ccccc2C)c1=O	-2	/	-0.8	-1	1.6	-0.6	0	13	21	-11
Cn1c(=O)[nH]c(=O)c2c1nc(N1CCN(Cc3ccccc3)CC1)n2CCSc1ncccn1	-12	-0.1	1.8	-6	-0.3	-0.2	6	-7	12	20
COc1ccc2c(c1)CCc1c-2n[nH]c1C(=O)NCCC(C)C	-9	-0.5	-0.7	0	-3.9	-0.7	-7	-6	-5	16
Cc1cccn2c(=O)c(/C=C(\C#N)S(=O)(=O)c3ccc(Cl)cc3)c(N3CCC(C(N)=O)CC3)nc12	8	/	-1.2	8	-0.1	-0.2	2	-10	-6	-3
CC1CCCN(c2ccc([N+](=O)[O-])cc2C(=O)c2ccccc2)C1 (configuration not stated)	4	-0.6	-0.9	2	5.6	-0.5	10	1	7	22
Cc1c(C)c2cc(Cl)c(O)c(CN3CCCC(C)C3)c2oc1=O (configuration not stated)	-11	/	-0.8	5	-0.4	i	-302	-4	-21	-8
Cc1occc1C(=O)NCCc1cccc(Cl)c1	-21	/	0.2	-5	-0.1	7.4	13	-1	-15	3
O=C(Nc1cccc(S(=O)(=O)NC2=NCCC2)c1)c1ccccc1F	-12	2.4	-0.5	/	/	i	-2	/	/	6
CSc1cnnc2ccccc12	-6	0.4	-0.8	/	0.4	/	16	-1	/	1
Cc1oc2nc(SCC(=O)Nc3ccc(S(N)(=O)=O)cc3)nc(NC(=O)c3ccccc3)c2c1C	-4&-8	/	0.9	-3	0.0	-6.2	-5	-2	29	6
COc1cccc(CCNS(=O)(=O)CCNC(=O)c2cccc(OC)c2)c1	5	4.4	/	/	-5.5	-0.7	1	-6	/	0
CC(C)=CCC/C(C)=C/C=N/NC(=O)c1ccccc1[N+](=O)[O-]	/	/	-0.4	-2	-0.1	i	7	-5	12	25
O=C(COc1ccc(Br)cc1)N1CCN(c2ncccn2)CC1	3	-2.1	1.2	/	1.6	-0.8	9	3	/	9
CCCCn1nc2cc(C(=O)NCc3ccc(OC)cc3)ccc2c1OCC	-6	0.7	12	-4	-0.5	-0.2	-37	-2	1	21
COCc1ccc(C(=O)OC(C)C(=O)Nc2c(C)n(C)n(-c3ccccc3)c2=O)cc1 (configuration not stated)	-5	-0.2	-1.1	/	0.1	5.0	-2	0	/	0

Reprinted from the results shown (4 entries):
SMILES	SSB-PriA inh	TcdB inh	PfHsp40 yeast	SARS 3CLpro inh	BoNT A protease	BH1578 lux ind	CCHFV vOTU inh	Anthrax LF inh2	VHR inh abs	Yp Topo-I inh
CC(C)=CCC/C(C)=C/C=N/NC(=O)c1ccccc1[N+](=O)[O-]	/	/	-0.4	-2	-0.1	i	7	-5	12	25
O=C(COc1ccc(Br)cc1)N1CCN(c2ncccn2)CC1	3	-2.1	1.2	/	1.6	-0.8	9	3	/	9
CCCCn1nc2cc(C(=O)NCc3ccc(OC)cc3)ccc2c1OCC	-6	0.7	12	-4	-0.5	-0.2	-37	-2	1	21
COCc1ccc(C(=O)OC(C)C(=O)Nc2c(C)n(C)n(-c3ccccc3)c2=O)cc1 (configuration not stated)	-5	-0.2	-1.1	/	0.1	5.0	-2	0	/	0

The list continues:
SMILES	SSB-PriA inh	TcdB inh	PfHsp40 yeast	SARS 3CLpro inh	BoNT A protease	BH1578 lux ind	CCHFV vOTU inh	Anthrax LF inh2	VHR inh abs	Yp Topo-I inh
CCOC(=O)c1c(C)n(C)c2ccc(OC(=O)c3ccc([N+](=O)[O-])cc3)cc12	5	/	0.5	-1	0.4	-0.3	-6	0	19	-9
COCCCNC(=O)c1cc(OC)c(OC)c(OC)c1	10	/	-0.6	0	-1.1	2.8	17	-2	28	0
C=CCN1C(=O)NC(=O)/C(=C\c2ccc(-c3ccccc3[N+](=O)[O-])o2)C1=O	1	-0.2	-0.1	2	0.3	-0.2	7	-2	-3	-10
COc1cc2oc3ccccc3c2cc1N(CC(=O)N(C)C)S(=O)(=O)c1ccccc1	13	/	-0.4	-3	-0.7	i	8	-1	39	25
COc1ccccc1CN(C)C(=O)c1ccc(S(=O)(=O)NCc2ccco2)cc1	4	1.7	0.1	/	1.0	i	-12	-2	/	12
COc1ccc([N+](=O)[O-])cc1NC(=O)C(C)OC(=O)c1cccnc1 (configuration not stated)	4	/	-0.2	2	-1.1	-2.2	-6	0	14	-4
CC(C)CCNC(=O)c1cc(S(=O)(=O)N2CCc3ccccc32)cn1C	-6	0.2	0.2	-5	-0.4	0.3	-5	4	41	32
COc1ccc(/C(N)=N/OC(=O)c2cccc([N+](=O)[O-])c2C)cc1OC	i	/	1.5	-5	0.0	-1.4	/	-3	23	5
Cc1ccccc1S(=O)(=O)NC(=O)C1(C)CCN1C(=O)c1c(C)noc1C (configuration not stated)	/	0.9	/	/	-0.7	-0.3	-4	0	/	10
O=C(N/N=C/c1ccncc1)c1cc2ccccc2cc1O	/	-0.3	187*	-2	1.4	0.6	12	0	11	-12

One compound at a time (already shown). Values in the order: SSB-PriA inh	TcdB inh	PfHsp40 yeast	SARS 3CLpro inh	BoNT A protease	BH1578 lux ind	CCHFV vOTU inh	Anthrax LF inh2	VHR inh abs	Yp Topo-I inh
Shown for CCOC(=O)c1c(C)n(C)c2ccc(OC(=O)c3ccc([N+](=O)[O-])cc3)cc12 → 5	/	0.5	-1	0.4	-0.3	-6	0	19	-9
Shown for C=CCN1C(=O)NC(=O)/C(=C\c2ccc(-c3ccccc3[N+](=O)[O-])o2)C1=O → 1	-0.2	-0.1	2	0.3	-0.2	7	-2	-3	-10

Additional entries:
SMILES	SSB-PriA inh	TcdB inh	PfHsp40 yeast	SARS 3CLpro inh	BoNT A protease	BH1578 lux ind	CCHFV vOTU inh	Anthrax LF inh2	VHR inh abs	Yp Topo-I inh
COc1ccc(N2C(=O)C(C)(C)C2c2c(O)ccc3ccccc23)cc1 (configuration not stated)	18	1.5	6.0	-1	0.2	i	-4	13	17	11
N#CC1(NC(=O)COc2ccc(C(N)=O)cc2)CCCC1	-3	-0.4	-0.1	/	1.5	i	-9	2	/	-6
Cc1nc2ccccc2c(=O)n1NC(=O)c1cccnc1Cl	-14	-0.5	-2.1	6	-0.5	i	-2	0	1	12
COC(=O)C1=C(c2cccc(OC)c2OC)C[C@@H]2CC[C@H]1N2C(=O)NCCO	-21	0.5	-0.3	/	0.5	0.8	-2	-6	/	-4
CSc1nc(N)n2nc(C(C)(C)C)cc2n1	-15	0.4	-0.2	5	-0.5	-0.4	-7	-3	25	2
O=C(Nc1nnc(SCc2ccc(F)cc2)s1)c1ccco1	-5	/	0.9	-2	-0.5	1.4	1	2	31	14
COc1cc(OC)c(C2NC(=O)CCC2[N+](=O)[O-])cc1OC (configuration not stated)	4	1.0	?	-3	1.4	i	-3	3	-4	2
Oc1ccc(Cl)cc1CNC1CCCCC1	-17	1.7	-0.5	/	0.2	0.1	0	-1	/	3
Cn1nnnc1Sc1ncnc2scc(-c3ccc[nH]3)c12	-2	0.0	1.5	/	0.8	i	7	-10	/	4
Cc1nc2ccccc2c(=O)n1-c1cc(F)ccc1F	-1	-0.6	-1.3	1	-0.3	-1.5	1	1	28	6
COc1cc(F)ccc1-c1cc(C(=O)NCc2cccc(Cl)c2)[nH]n1	/	0.0	/	/	-0.5	0.0	0	-6	/	-7
COc1ccc(NC(=O)CCNC(=O)C2CCN(S(=O)(=O)c3ccccc3)CC2)cc1OC	/	0.4	/	/	-0.3	-0.3	-3	-4	/	0
O=C(CCCC(=O)N(c1ccc2c(c1)OCCO2)C(C(=O)NC1CCCCC1)c1ccc(Cl)cc1)Nc1ccccn1 (configuration not stated)	-6	-0.1	0.7	-9	-0.9	i	-11	-3	3	3
CCCCCCOC(=O)c1ccc(NC(=O)c2cc(OC)c(OC)c(OC)c2Br)cc1	-14	/	16	1	0.2	-5.0	22	-4	-8	34
Cc1ccc(S(=O)(=O)NC2CCCCC2)cc1C(=O)N1CCC(C(N)=O)CC1	7	1.2	-1.1	/	1.3	-0.7	10	-4	/	-1
COc1ccc(Br)cc1CNc1ccccc1	6	0.7	2.9	3	0.2	0.7	-1	-1	9	5

High-throughput results as filed in PubChem.

The list is partial (hit frequency here may not be typical).
